# Siah-1 displacement: Siah-1 peptide-binding antagonists, primary screen, biochemical, fluorescence polarization, rhodamine-plectin, uHTS (AID 1817); displacement, % at 20 µM, or IC50 in µM where a hit was titrated; actives 0.02% (n = 290,000); Siah-1 / rhodamine-plectin peptide fluorescence polarization; higher % means a stronger effect;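 active = displacement of at least 50% at 20 µM, with a fluorescence ratio check between 0.3 and a set limit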;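 also: plate controls were Siah plus tracer with DMSO for no effect and tracer alone without Siah for full effect; strong numbers were not always called active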
# SV40 large T antigen: TAg ATPase/helicase activity blockers – biochemical (AID 1903). actives 0.39% (n = 310,000). inhibition, % at 20 µM, or IC50 in µM where a hit was titrated. SV40 large T antigen ATPase/helicase inhibition assay; higher % means a stronger effect; in the data active = a potency from the dose series; inconclusive = inhibition mostly from about 32% at the one dose, without a potency; inactive = the rest, 99 in 100 with inhibition below about 32%; also: strong numbers were not always called active
# K1F lysis inhibition: inhibition of K1F phage lysis, E. coli UTI89, bacterial capsule biogenesis inhibitors, alamar blue (AID 488966) | actives 0.02% (n = 340,000) | E. coli UTI89 K1F phage lysis, alamar blue, 2 h; higher % means a stronger effect | inhibition, % at 100 µM, or IC50 in µM where a hit was titrated;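 active = phage lysis inhibition, versus mean bacterial control, above a set limit; inconclusive = no clear call, values can overlap the other calls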;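 also: capsule biogenesis inhibitors block K1F phage lysis so surviving cells raise fluorescence; higher fluorescence means more inhibition of phage lysis; actives were called in the ten point dose series up to 300 µM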
# West Nile virus CPE: inhibition of WNV-induced cytopathic effect – cell-based, CPE readout (AID 1621); one-dose CPE inhibition, % at 10 µM; IC50 in µM for titrated hits; West Nile virus-infected cells, CPE inhibition; higher % means a stronger effect; actives 0.02% (n = 290,000); in the data active = a potency from the dose series; inconclusive = CPE inhibition mostly from about 3.7% at the one dose, without a potency; inactive = the rest, 99 in 100 with CPE inhibition below about 2.2%; also: strong numbers were not always called active
# NTR1 ag: NTR1-driven beta-arrestin-GFP spot formation – imaging, U2OS cells, high content, primary screen (AID 493036); P30989; agonist mode; activation, % at 20 µM; actives 0.17% (n = 330,000);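 active = activation at or above 40% of the spot to cytoplasm intensity ratio, with at least 20 cells analyzed; inconclusive = wells under 20 cells, flagged as cytotoxic or low count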;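 also: 0% = DMSO without peptide and 100% = 100 nM NTR1 peptide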
# Target sequence (P30989 whole entry, looked up): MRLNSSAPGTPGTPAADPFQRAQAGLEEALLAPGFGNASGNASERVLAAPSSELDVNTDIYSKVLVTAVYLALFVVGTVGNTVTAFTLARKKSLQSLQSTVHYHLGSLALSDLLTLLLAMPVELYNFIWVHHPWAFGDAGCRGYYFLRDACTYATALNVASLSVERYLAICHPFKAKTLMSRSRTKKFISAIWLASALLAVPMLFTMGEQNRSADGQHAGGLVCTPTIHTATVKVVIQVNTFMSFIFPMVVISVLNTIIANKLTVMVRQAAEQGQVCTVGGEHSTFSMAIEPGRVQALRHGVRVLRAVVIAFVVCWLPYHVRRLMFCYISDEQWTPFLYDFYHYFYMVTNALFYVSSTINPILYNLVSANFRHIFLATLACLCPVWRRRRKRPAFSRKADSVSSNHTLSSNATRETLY
# Rac1 GTP hydrolysis: MgcRacGAP GTPase-activating activity inhibitors, confirmation, biochemical, ADP Hunter fluorescence; one-dose inhibition, % at 30 µM; IC50 in µM for titrated hits; MgcRacGAP-stimulated Rac1 GTP hydrolysis, ADP Hunter fluorescence; higher % means a stronger effect; GST-tagged Rac1 F28L mutant substrate; actives 0.6% (n = 340,000); AID 624330;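 active = first-screen hits whose inhibition reached a set limit at any dose in the follow-up dose series; inconclusive = inhibition above the set first-screen limit but never retested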;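 also: fluorescence reports GDP produced by GAP-driven GTP hydrolysis; strong numbers were not always called active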
# RSV antiviral HEp-2: inhibition of RSV-induced cytopathic effect – HEp-2 cells, primary 10 µM value included (AID 2391). actives 0.13% (n = 310,000). one-dose CPE inhibition, % at 10 µM; IC50 in µM for titrated hits. HEp-2 cells, RSV-induced CPE inhibition; higher % means a stronger effect; in the data active = a potency from the dose series; inconclusive = CPE inhibition mostly from about 23% at the one dose, without a potency; inactive = the rest, 99 in 100 with CPE inhibition below about 21%; also: strong numbers were not always called active
# Dengue-2 NS5 capping: flavivirus cap methylation enzyme inhibition – biochemical, confirmation dose response, primary screen (AID 588689); Dengue-2 NS5 methyltransferase capping enzyme assay, biochemical; higher % means a stronger effect; inhibition, % at 25 µM; hits with a dose series show IC50 in µM; actives 0.3% (n = 340,000); in the data active = a potency from the dose series; inconclusive = inhibition above about 29% without an active follow-up result
# AID2073: disruptors of CaV2.2 binding to Mint1 – biochemical, HTRF (AID 2073); HTRF protein-protein interaction, Mint1-CaV2.2; higher % means a stronger effect; inhibition, % at 20 µM; hits with a dose series show IC50 in µM; actives 0.19% (n = 290,000); in the data active = inhibition mostly above about 51%, no sharp cut-off; inconclusive = no clear call, values can overlap the other calls; inactive = mostly below about 53%; also: some results filed as inactive read as strong as hits
# NTR1 ag cell count 20 µM: recorded beside NTR1 ag, whose call it bears; cell count; measured here: cell count, cytotoxicity flag
# Active calls of the source: *; ? = inconclusive; / = not tested or not shown; [ ] = remark or other dose.
# The line under a structure holds: Siah-1 displacement	SV40 large T antigen	K1F lysis inhibition	West Nile virus CPE	NTR1 ag	NTR1 ag cell count 20 µM	Rac1 GTP hydrolysis	RSV antiviral HEp-2	Dengue-2 NS5 capping	AID2073
> CC(C)(C)NC(=O)CN(C(=O)Cn1nnc(-c2ccc(Cl)cc2)n1)C1CCN(Cc2ccccc2)CC1
  2.7%	17.5%	6.7%	/	4.9	61	6.2%	41.8%	2.4%	3.0%
> OCC(CO)(CO)NC(=S)Nc1cc(Cl)cc(Cl)c1
  -1.1%	26.5%	-0.1%	0.5%	0.0	48	9.9%	1.9%	3.1%	-2.8%
> CCCCNC(=O)CNC(=S)N(Cc1cc(OC)c(OC)c(OC)c1)C1CCCC1
  1.2%	13.3%	0.4%[50 µM]	-0.5%	0.9	55	5.1%	1.8%	-4.5%	-23.6%
> C/C(=N\Nc1ccc([N+](=O)[O-])cc1)c1ccc2c(c1)OCO2
  -6.0%	-2.2%	0.2%	1.7%	2.7	81	9.4%	2.5%	-25.2%	11.6%
> CC(=O)Nc1ccc(NC(=O)COc2ccc3c(c2)CCC3)cc1
  7.8%	3.9%	0.1%	-0.4%	1.2	31	4.4%	-0.1%	-0.8%	-1.4%
> COc1cccc(C2=NOC(C(=O)Nc3cccc(C(C)=O)c3)C2)c1OC (stereo not drawn)
  7.0%	17.1%	-0.5%	-0.3%	-0.2	52	10.2%	1.2%	-1.6%	-14.0%
> Cc1ccccc1S(=O)Cc1ccc(C(=O)N2CCN(C(=O)c3ccco3)CC2)o1 (stereo not drawn)
  2.3%	1.6%	-0.1%	-0.1%	2.0	53	-12.7%	0.3%	-10.7%	?
> CCn1c(CNC(=O)c2ccco2)nnc1SCC(=O)c1ccccc1
  -0.8%	19.5%	0.1%	0.2%	0.7	69	13.1%	0.0%	0.9%	-7.0%
> O=C(Nc1cccc2ccccc12)N1CCN(c2ncccn2)CC1
  1.9%	2.1%	0.2%	1.3%	0.9	79	-11.8%	2.8%	-0.6%	4.8%
> Cc1cc2c(n1-c1ccc(C(N)=O)cc1)CC(C)(C)CC2=O
  1.0%	8.8%	-0.3%	-0.2%	6.6	115	-2.1%	3.6%	-6.2%	4.3%
> CCOC(=O)C1(Cc2cccc(Cl)c2)CCCN(C(=O)c2cn[nH]c2)C1 (stereo not drawn)
  4.4%	16.0%	1.6%	-0.5%	-0.7	46	1.7%	1.0%	-8.7%	-6.4%
> Nc1c(N(Cc2ccco2)C(=O)COc2ccccc2Cl)c(=O)[nH]c(=O)n1Cc1ccccc1
  /	/	0.0%[50 µM]	/	-1.5	58	6.4%	-0.8%	0.0%	/
> CC(=O)N/C(=C\c1ccc(Br)s1)C(=O)O
  -8.4%	2.2%	0.7%	-0.4%	0.8	32	4.5%	-1.6%	1.7%	-6.2%
> Cc1ccnc(N2C3CCC2CC(O)(c2ccccc2)C3)n1 (stereo not drawn)
  6.6%	2.5%	0.0%	-0.4%	-1.0	35	2.4%	1.7%	0.0%	5.9%
> CCCCSc1cc(=O)n(-c2ccccc2)nc1C(=O)OCC
  -3.1%	-0.9%	-1.7%	-0.3%	1.6	48	6.0%	1.3%	-2.0%	4.8%
> COc1ccccc1-c1cc(C(F)(F)F)nc(S(=O)(=O)CCCC(=O)Nc2cccnc2Cl)n1
  0.0%	13.9%	0.2%	-0.8%	/	/	-7.7%	/	-26.6%	8.4%
> CN(c1ccc(F)cc1)S(=O)(=O)c1ccc(Cl)c(C(=O)NC2(C)CCS(=O)(=O)C2)c1 (stereo not drawn)
  /	/	0.2%[50 µM]	/	-0.7	74	3.2%	0.5%	-7.8%	/
> CN1CCN(c2ccc(NC(=O)CSc3nnnn3-c3ccccc3F)cc2)CC1
  -4.2%	13.4%	0.4%	0.2%	-0.7	57	11.3%	-1.7%	-2.7%	-6.5%
> COCCn1nnnc1SCC(=O)N1CCCCC1
  -5.7%	9.4%	0.1%	0.0%	-0.3	66	0.1%	1.3%	0.0%	6.6%
> CN(C)CCN1C(=O)c2oc3ccc(Cl)cc3c(=O)c2C1c1cccc(Br)c1 (stereo not drawn)
  0.3%	-0.3%	0.2%	-0.3%	1.1	84	3.5%	0.3%	-4.8%	-1.5%
> Cc1nc(CN2CCCCC2)cc(=O)[nH]1
  2.2%	0.5%	-2.6%	1.1%	-0.5	21	-1.4%	-1.2%	6.0%	-2.0%
> CCOc1ccccc1NC(=O)CN1CCN(C(=O)C2CCCO2)CC1 (stereo not drawn)
  1.2%	14.2%	0.1%	-0.3%	-0.6	63	3.5%	0.5%	-8.0%	-3.2%
> Cc1ccc(-n2c(SCC(=O)NNC(=S)Nc3ccccc3)nc3ccccc3c2=O)cc1
  -6.9%	5.4%	8.5%	1.6%	-0.5	43	9.3%	5.1%	4.3%	-18.0%
> Cc1ccc(Cl)cc1N1CCN(C(=O)CSc2ccsc2[N+](=O)[O-])CC1
  1.6%	8.2%	0.0%	-1.3%	3.4	73	8.6%	6.2%	-1.9%	-5.2%
> C/C(=N\NC(=O)C(N)=O)c1ccc(O)cc1O
  -4.6%	16.4%	1.9%	0.4%	1.8	61	6.6%	1.9%	0.8%	19.1%
> NC(=O)c1cc([N+](=O)[O-])ccc1NCc1cccc([N+](=O)[O-])c1
  /	13.6%	1.0%	/	-0.1	87	6.6%	1.0%	-15.7%	/
> O=C(COC(=O)Cc1ccc(S(=O)(=O)N2CCOCC2)s1)Nc1ccc([N+](=O)[O-])cc1
  /	/	0.5%[50 µM]	/	-1.2	86	6.9%	2.8%	-13.3%	/
> COc1cc(C)ccc1OCc1cc(C(=O)N2C[C@H]3CC[C@H]2C3)no1
  0.7%	6.4%	0.1%	-1.4%	-0.6	48	12.3%	-0.1%	-11.3%	0.6%
> Cn1cc(CN2CCN(Cc3ccc4c(c3)OCO4)CC2)c(-c2ccccc2F)n1
  13.7%	22.2%	0.6%	-0.5%	-1.9	100	4.4%	-1.3%	-8.0%	24.8%
> CCn1ccnc1CNC(=O)c1cc(COc2ccc(F)cc2F)on1
  -2.2%	8.8%	0.3%	-0.6%	-1.6	64	12.1%	-1.7%	-0.8%	9.9%

# A draw from above in order of molar mass, descending:
# The line under a structure holds: Siah-1 displacement	SV40 large T antigen	K1F lysis inhibition	West Nile virus CPE	NTR1 ag	NTR1 ag cell count 20 µM	Rac1 GTP hydrolysis	RSV antiviral HEp-2	Dengue-2 NS5 capping	AID2073
> CN(C)CCN1C(=O)c2oc3ccc(Cl)cc3c(=O)c2C1c1cccc(Br)c1 (stereo not drawn)
  0.3%	-0.3%	0.2%	-0.3%	1.1	84	3.5%	0.3%	-4.8%	-1.5%
> Cc1ccccc1S(=O)Cc1ccc(C(=O)N2CCN(C(=O)c3ccco3)CC2)o1 (stereo not drawn)
  2.3%	1.6%	-0.1%	-0.1%	2.0	53	-12.7%	0.3%	-10.7%	?
> CCOc1ccccc1NC(=O)CN1CCN(C(=O)C2CCCO2)CC1 (stereo not drawn)
  1.2%	14.2%	0.1%	-0.3%	-0.6	63	3.5%	0.5%	-8.0%	-3.2%
> COc1cc(C)ccc1OCc1cc(C(=O)N2C[C@H]3CC[C@H]2C3)no1
  0.7%	6.4%	0.1%	-1.4%	-0.6	48	12.3%	-0.1%	-11.3%	0.6%
> OCC(CO)(CO)NC(=S)Nc1cc(Cl)cc(Cl)c1
  -1.1%	26.5%	-0.1%	0.5%	0.0	48	9.9%	1.9%	3.1%	-2.8%
> C/C(=N\Nc1ccc([N+](=O)[O-])cc1)c1ccc2c(c1)OCO2
  -6.0%	-2.2%	0.2%	1.7%	2.7	81	9.4%	2.5%	-25.2%	11.6%
> Cc1cc2c(n1-c1ccc(C(N)=O)cc1)CC(C)(C)CC2=O
  1.0%	8.8%	-0.3%	-0.2%	6.6	115	-2.1%	3.6%	-6.2%	4.3%
> Cc1ccnc(N2C3CCC2CC(O)(c2ccccc2)C3)n1 (stereo not drawn)
  6.6%	2.5%	0.0%	-0.4%	-1.0	35	2.4%	1.7%	0.0%	5.9%

# Further entries.
# The line under a structure holds: Siah-1 displacement	SV40 large T antigen	K1F lysis inhibition	West Nile virus CPE	NTR1 ag	NTR1 ag cell count 20 µM	Rac1 GTP hydrolysis	RSV antiviral HEp-2	Dengue-2 NS5 capping	AID2073
> COC(=O)c1sc(NC(=S)NC(=O)c2cccc(C)c2)nc1C
  12.1%	9.0%	-2.1%	0.2%	3.6	53	3.6%	1.6%	-6.5%	13.3%
> Cc1ccc(C(=O)COC(=O)CNC(=O)c2cccs2)cc1C
  2.0%	2.1%	0.6%	0.2%	0.0	59	6.6%	-0.6%	-8.2%	2.2%
> CCn1c(SCC(=O)NNC(=O)c2ccc(OC)cc2)nnc1C1CC1
  -1.0%	4.7%	0.4%	0.0%	1.1	51	4.7%	1.8%	1.8%	-2.0%
> O=C(NCCc1ccccc1)/C(=C\c1ccc([N+](=O)[O-])cc1)NC(=O)c1ccco1
  -3.6%	8.0%	-0.2%	-0.1%	0.4	34	4.7%	0.7%	-7.7%	5.8%
> CC(=O)N1CCc2c(sc(NC(=O)CCS(=O)(=O)c3ccc(C)cc3)c2C(N)=O)C1
  /	29.4%	0.9%[50 µM]	/	0.6	65	1.8%	-0.5%	-1.5%	/
> CC(=O)Nc1ccc(NC(=O)COC(=O)COc2ccc3ccccc3c2)cc1
  /	/	0.7%	/	-1.2	58	4.4%	/	6.2%	/
> CN(Cc1ccccc1)C(=O)COC(=O)c1cc(-c2ccc(Cl)s2)nc2ccccc12
  1.6%	4.9%	0.3%	0.7%	6.1	86	3.1%	14.2%	-5.6%	31.8%
> Cc1ccc2[nH]c3c(c2c1)CC/C(=C/c1ccccc1)C3=O
  -0.6%	9.5%	4.7%	-0.8%	13.8	93	5.5%	2.2%	0.0%	10.4%
> COC(=O)CC1C(=O)NCCN1C(=O)c1cc([N+](=O)[O-])ccc1Cl (stereo not drawn)
  -3.7%	-1.2%	0.2%	-0.8%	-1.2	66	7.2%	0.9%	4.8%	-2.8%
> O=C(NC1CCCCC1)c1n[nH]c2c1CCCCC2
  /	19.9%	3.8%	/	-1.9	94	8.2%	1.5%	-2.8%	/
> O=C(COC(=O)c1ccc2ccccc2n1)Nc1ccccc1Br
  /	/	7.1%	/	6.7	54	2.8%	/	-5.6%	/
> COc1ccc(NS(=O)(=O)c2cccc(C(=O)N/N=C(\C)c3ccc(-n4ccnc4)cc3)c2)cc1
  1.7%	2.1%	0.9%	0.1%	0.4	63	8.2%	1.0%	-4.2%	2.8%
> C(=N\c1nc2ccccc2n1CCN1CCCCC1)/c1ccc2c(c1)OCO2
  -0.3%	?	0.8%	-1.2%	3.1	29	6.3%	1.9%	-8.0%	-4.8%

# From PubChem BioAssay
